Screening data deposited in PubChem by Johns Hopkins Ion Channel Center.
TRPC4 potent – allosterically enhances the mouse TRPC4 cation channel | AID 2227 | B-score at 10 µM | 310,000 compounds, 0.42% hits | HEK293 TRPC4beta/mu-opioid, DAMGO EC20, Fluo-4 Ca2+ flux; stronger effect = higher value;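 active means B-score of calcium response area above 5 SD of library B-scores, with initial fluorescence ratio within 5 SD of library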;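 further: B-score of integrated fluorescence ratio over time as area under calcium response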
TRPC6 act – mouse TRPC6 channel activation | Q61143 | 310,000 compounds, 0.13% hits | HEK293-TRPC6 membrane potential dye fluorescence; stronger effect = higher value | B-score at 10 µM;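 active means B-score of the integrated fluorescence ratio above library mean plus 3 SD, and starting fluorescence ratio within library mean plus 5 SD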;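 further: higher score means more depolarization so channel activation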
MrgX1 agonist – agonists of human MrgX1 receptor; Q96LB2; AID 588627; B-score at 10 µM; 310,000 compounds, 0.44% hits; MrgX1-HEK293 cells, Fluo-4 calcium fluorescence, agonist mode; stronger effect = higher value;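 active means calcium response B-score plate-corrected fluorescence ratio at least 3 library SD, with starting fluorescence B-score inside 5 SD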
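Test system: HEK293 cells stably expressing human MrgX1 receptor; Input: fifteen thousand cells per well; Dosing: compound delivered in addition one of three; Schedule: overnight seeding, then 1 h dark dye loading; Technique: Fluo-4 NW calcium fluorescence; Measure: B-scored fluorescence response ratio; Controls: positive and negative controls per plate.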
TRPC4 agonist – activators of mouse TRPC4 channel | Q9QUQ5 | HEK293 TRPC4beta/mu-opioid, Fluo4 calcium fluorescence; stronger effect = higher value | B-score at 10 µM | 310,000 compounds, 0.49% hits | AID 2237;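 active means B-score above 5 SD of library B-scores, and initial fluorescence ratio not above library mean plus 5 SD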;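 further: positive B-score marks a calcium rise read as TRPC4 activation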
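Material: TRPC4beta and mu-opioid receptor HEK293 stable cells | Incubation: 45 min room-temperature Fluo4 loading, 110 s read | Detection: Kinetic Fluo4 calcium fluorescence | Measure: Integrated baseline-normalised fluorescence ratio, converted to per-well B score | Benchmarks: Low control buffer alone, high control maximal DAMGO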
MrgX1 PAM – allosterically activates human MrgX1 receptor signaling. Q96LB2. MrgX1-HEK293, Fluo-4 calcium flux, FDSS; stronger effect = higher value. B-score at 10 µM. 310,000 compounds, 0.63% hits. AID 588675;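 active means plate-corrected calcium response at least 3 library SD above typical, normal starting fluorescence, not activating the receptor alone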;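 further: compound read alongside a low EC10 to EC30 dose of BAM8-22 agonist; peak minus trough fluorescence over baseline measured at the second addition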
MrgX1 antag – blocks BAM8-22 activation of human MrgX1 receptor; MRGX1-HEK293 calcium flux, Fluo-4, BAM8-22 antagonism; stronger effect = lower value; B-score at 10 µM; 310,000 compounds, 1.3% hits; Q96LB2;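 active means calcium-response B-score plate-corrected more than 3 library SD below zero, starting fluorescence within 5 deviations, no agonist response on first addition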;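 further: peak minus trough fluorescence over baseline after final BAM8-22 challenge near maximal dose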
ANO1 activ – mouse TMEM16A channel activation, primary screen; Q8BHY3; HEK293 TMEM16A/YFP-H148Q/I152L, iodide quench fluorescence; stronger effect = lower value; B-score at 10 µM; 340,000 compounds, 0.3% hits; AID 623877;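 active means fluorescence-ratio B-score plate-corrected deviation score at least 3 library SD below zero, with starting fluorescence score within 5 deviations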;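 further: channel opened by trigger with iodide after compound preincubation; score built on the fluorescence ratio of max minus min over baseline; more negative score means more quench and so TMEM16A activation or potentiation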
Target sequence (Q8BHY3 whole entry, looked up): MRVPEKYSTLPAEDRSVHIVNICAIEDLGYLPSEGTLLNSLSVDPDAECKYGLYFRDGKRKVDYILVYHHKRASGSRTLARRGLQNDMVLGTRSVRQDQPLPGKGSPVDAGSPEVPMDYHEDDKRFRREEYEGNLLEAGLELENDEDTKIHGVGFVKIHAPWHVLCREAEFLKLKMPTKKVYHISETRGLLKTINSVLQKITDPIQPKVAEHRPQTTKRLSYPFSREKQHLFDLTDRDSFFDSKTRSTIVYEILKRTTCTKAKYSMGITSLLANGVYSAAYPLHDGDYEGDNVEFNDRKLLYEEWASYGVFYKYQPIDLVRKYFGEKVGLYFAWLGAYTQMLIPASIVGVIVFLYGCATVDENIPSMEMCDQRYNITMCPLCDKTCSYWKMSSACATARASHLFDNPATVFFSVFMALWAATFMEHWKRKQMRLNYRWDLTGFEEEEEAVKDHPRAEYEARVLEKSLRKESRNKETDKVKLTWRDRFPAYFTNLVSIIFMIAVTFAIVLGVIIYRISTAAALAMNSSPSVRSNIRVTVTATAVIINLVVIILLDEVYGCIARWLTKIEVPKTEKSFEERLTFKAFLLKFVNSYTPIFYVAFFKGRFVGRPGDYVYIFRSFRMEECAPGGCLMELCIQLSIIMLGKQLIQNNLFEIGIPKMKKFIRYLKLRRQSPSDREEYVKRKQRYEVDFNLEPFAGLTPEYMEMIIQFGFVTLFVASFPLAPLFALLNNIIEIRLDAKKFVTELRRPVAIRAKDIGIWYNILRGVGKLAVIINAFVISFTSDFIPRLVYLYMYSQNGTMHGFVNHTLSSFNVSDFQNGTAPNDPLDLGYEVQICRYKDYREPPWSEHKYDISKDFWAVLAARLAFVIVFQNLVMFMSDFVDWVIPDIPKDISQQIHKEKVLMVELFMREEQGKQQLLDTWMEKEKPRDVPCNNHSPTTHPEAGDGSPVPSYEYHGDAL
ANO1 block – mouse TMEM16A channel inhibition, primary screen; 310,000 compounds, 1.2% hits; normalized B-score (activity score, 25-100; higher = stronger inhibition) at 10 µM; HEK293 TMEM16A/YFP iodide influx fluorescence, ionomycin;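 active means ratio plate-corrected score three or more library SD toward inhibition, starting fluorescence score within five deviations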;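 further: score derived from kinetic fluorescence span divided by baseline fluorescence per well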
TRPC4 block – inhibitors of mouse TRPC4 channel; Q9QUQ5; HEK293 TRPC4beta/mu-opioid, DAMGO-evoked Fluo4 calcium flux; stronger effect = lower value; B-score at 10 µM; 300,000 compounds, 0.39% hits;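 active means B-score over 3 SD under the library average, no early fluorescence shift, positive overall ratio signal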
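material = TRPC4beta/mu-opioid receptor HEK293 cell line | probe or stimulus = sequential submaximal and maximal DAMGO stimulation | compound dosing = one concentration per compound | measured by = Fluo4 Ca2+ flux fluorescence | evaluation = integrated fluorescence ratio relative to baseline, converted to per-well B score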
TRPC6 inh – blocks the mouse TRPC6 cation channel. Q61143. HEK293-TRPC6, membrane potential dye, ACh-evoked depolarization; stronger effect = lower value. B-score at 10 µM. 310,000 compounds, 1.1% hits. AID 2553;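 active means B-score under library mean minus 3 SD, initial fluorescence not abnormally high, positive integrated signal ratio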;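 further: B-score derived from integrated fluorescence ratio over the kinetic read; more negative B-score means stronger inhibition of depolarization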
RGS4 inh – inhibitors of human RGS4; 310,000 compounds, 0.45% hits; B-score at 10 µM; AID 463165; HEK293 M3R/RGS4 inducible, Fluo-4 calcium flux; stronger effect = higher value; triggered by carbachol at its EC20; P49798;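 active means B-score, a plate-corrected calcium signal, over three deviations above library mean, with baseline fluorescence within five deviations of library mean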;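 further: RGS4 expression induced by doxycycline in cells with stable M3 receptor; B-score is computed from the integrated fluorescence ratio over baseline after carbachol; higher B-score means a larger calcium signal and so more RGS4 inhibition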
* = called active by the depositor; i = inactive; . = not tested or not shown. Not a hit list; about 5.8% have a hit in one of these screens.

SMILES	TRPC4 potent	TRPC6 act	MrgX1 agonist	TRPC4 agonist	MrgX1 PAM	MrgX1 antag	ANO1 activ	ANO1 block	TRPC4 block	TRPC6 inh	RGS4 inh
COc1ccc(CN2C(=O)C3C4C=CC(C4)C3C2=O)cc1 (configuration not stated)	i	i	i	i	i	i	i	i	i	i	i
CN(C)c1ccc(/C=C/c2nc3ccccc3s2)cc1	i	i	i	i	i	-6.34*	i	i	i	i	i
Cc1ccc(NC(=O)CN2C(=O)NC3(CCC(C)CC3)C2=O)c(Cl)c1 (configuration not stated)	i	i	i	i	i	i	i	i	i	i	i
O=[n+]1cc(-c2ccc(Br)cc2)n([O-])c2c1CCC2	i	i	i	i	i	-4.58*	i	i	i	i	i
CSCC[C@H](NC(=O)[C@H]1N2C(=O)c3ccccc3C2SC1(C)C)C(=O)NCc1ccncc1 (some centres not stated)	i	i	i	i	i	i	i	i	i	i	i
CC1(C)CC(=O)C=C(NCC(=O)O)C1	i	i	i	i	i	i	i	i	i	i	i
CCOc1ccc(CCNC(=O)COC(=O)c2ccc3c(c2)OCCO3)cc1OCC	i	i	i	i	i	i	i	i	i	i	i
CCOC(CNC(=O)C(=O)NCC(c1ccco1)N1CCN(c2ccc(OC)cc2)CC1)OCC (configuration not stated)	i	i	i	i	i	i	i	i	i	i	i
CC1CCN(CCCNC(=O)C2CCCN(c3ncnc4c3nc3n4CCCCC3)C2)CC1 (configuration not stated)	i	i	i	i	i	i	i	i	i	i	i
CC1CC1C(=O)Nc1nc(-c2ccc(Cl)s2)cs1 (configuration not stated)	i	i	i	i	i	i	i	i	i	i	i
O=C(Nc1ccc(OCC(=O)N2CCOCC2)cc1)c1ccccc1Cl	i	i	i	i	i	i	i	i	i	i	i
O=C(Nc1cccc(-c2cnc3ccccc3n2)c1)c1ccco1	i	i	i	i	i	i	i	i	i	i	i
O=C(NCc1ccco1)c1sc2cccc(F)c2c1Cl	i	i	i	i	i	i	i	i	i	i	i
COc1cc(-n2c(C)nc3cc(C(=O)NCC4CCCO4)ccc32)cc(OC)c1OC (configuration not stated)	i	i	i	i	i	i	i	i	i	i	i
O=C1NC(=S)N/C1=C\c1ccc(N2CCOCC2)cc1	i	i	i	i	i	i	i	i	i	i	i
O=C(N1CCOCC1)N1CCN(S(=O)(=O)c2ccc(Cl)cc2)CC1	i	i	i	i	i	i	i	i	i	i	i
Cc1c(C(=O)Nc2c(C)n(C)n(-c3ccccc3)c2=O)oc2ccccc12	i	i	i	i	i	i	i	i	i	i	i
CC(C)C1Cc2c(sc3ncnc(NN)c23)CO1 (configuration not stated)	i	i	i	i	i	i	i	i	i	i	i
CC(C)(C)Nc1nc(OCC(F)(F)F)nc(OCC(F)(F)F)n1	i	i	i	i	i	i	i	i	i	i	i
CCC1(C)Cc2nc3[nH]c(=S)n(-c4ccc(C)cc4)c(=O)c3cc2CO1 (configuration not stated)	i	i	i	i	i	i	i	i	i	i	i
CN1CCN(C(=O)c2cccn(Cc3ccc(C(F)(F)F)cc3)c2=O)CC1	i	i	i	i	i	i	i	i	i	i	i
CCCc1c(O)nc(SCC(=O)NCc2ccco2)[nH]c1=O	i	i	i	i	i	i	i	i	i	i	i
O=C(NC1CCCCC1)C(=O)c1c[nH]c2ccccc12	i	i	i	i	i	i	i	i	i	i	i
OC(COc1ccc(OCC(O)CN2CCN(Cc3ccccc3)CC2)cc1)CN1CCN(Cc2ccccc2)CC1 (configuration not stated)	i	i	i	i	i	i	i	i	i	i	i
C(=C\c1ccccc1)/CN1CCN(c2ncnc3c2oc2ccccc23)CC1	i	i	i	i	i	-7.3*	i	100*	i	i	i
CC(NC(=S)Nc1ccccc1OC(F)F)C(C)(C)C (configuration not stated)	i	i	i	i	i	i	i	i	i	i	i
COc1cc(S(=O)(=O)N2CCN(c3ccc(F)cc3)CC2)ccc1Cl	i	i	i	i	i	i	i	i	i	i	i
CCOc1ccc(C(C)=O)cc1COC(=O)c1cccnc1SC	i	i	i	i	i	i	i	i	i	i	i
COc1cc2c(cc1NC(=O)c1cccnc1)oc1ccccc12	i	i	i	i	i	i	i	i	i	i	i
CC(C)c1ccc(NC(=O)C2CCN(S(=O)(=O)c3ccc4c(c3)C(C)(C)C(=O)N4C)CC2)cc1	i	i	i	i	i	i	i	i	i	i	i
N#C/C(=C\c1cccc(Oc2ccccc2)c1)C(=O)N1CCOCC1	i	i	i	i	i	i	i	i	i	i	i
Cc1ccc(CC(=O)Nc2ccc(S(=O)(=O)Nc3ncccn3)cc2)cc1	i	i	i	i	i	i	i	i	i	i	i
O=c1c2ccccc2nc(SCc2cc(F)ccc2F)n1C1CCCC1	i	i	i	i	i	i	i	i	i	i	i
COc1ccccc1C(=O)NC1CCN(C(=S)NCCc2ccccc2)CC1	i	i	i	i	i	i	i	i	i	i	i
CC(C)C[C@H](NC(=O)c1nc[nH]c1C(=O)NCc1ccc(CNC(=O)OC(C)(C)C)cc1)C(=O)OC(C)(C)C	i	i	i	i	i	i	i	i	i	i	i
O=C(N/N=C/c1coc2ccccc2c1=O)c1ccc(Cl)cc1	i	i	i	i	i	i	i	i	i	i	i
Cc1nc(-c2ccc(F)cc2)c(CC(=O)N(C)CC(=O)Nc2ccc(F)cc2)s1	i	i	i	i	i	i	i	i	i	i	i
COc1ccc(/C=N/Nc2nc3ccccc3c(=O)n2-c2ccccc2)cc1OC	i	i	i	i	i	i	i	i	i	i	i
O=C(NC(=S)NNC(=O)c1ccccc1O)c1ccccc1	i	i	93.1*	i	i	i	i	i	i	i	i
Cc1ccc(NC2CC(=O)N(c3ccc(C)cc3)C2=O)cc1 (configuration not stated)	i	i	i	i	i	i	i	i	i	i	i
CN(C)c1nc(C(F)(F)F)cc(=O)[nH]1	i	i	i	i	i	i	i	i	i	i	i
CCN(CC)CCC(c1ccc(OC)cc1)c1c(O)cc(OC)cc1OC (configuration not stated)	i	i	i	i	i	i	i	i	i	i	i
CC(Cc1cccs1)NC(=S)Nc1ccc(Cl)cc1 (configuration not stated)	i	i	i	i	i	i	i	25*	i	i	i
Cc1nn2c3ccccc3nc2c2ccccc12	i	i	i	i	i	i	i	i	i	i	i
Cc1onc(-c2ccccc2)c1C(=O)N1CCN(S(=O)(=O)c2ccccc2Br)CC1	i	i	i	i	i	i	i	i	i	i	i
CN(C)S(=O)(=O)c1cccc(NC(=S)N/N=C/c2ccco2)c1	i	i	i	i	i	i	i	i	i	i	i
O=C(CSc1nccn1-c1ncc(C(F)(F)F)cc1Cl)c1ccc(Cl)cc1	i	i	i	i	i	i	i	i	i	i	i
CCOc1ccc(NS(=O)(=O)c2ccc(OC)c(C)c2)cc1	i	i	i	i	i	i	i	i	i	i	i
S=c1[nH]ccn1CCc1ccccc1	i	i	i	i	i	i	i	i	i	i	i
CC1(C)CC2CC(C)(CN2c2ncnc3ccccc23)C1 (configuration not stated)	i	i	i	i	24.5*	i	i	i	i	i	i
Next results
SMILES	TRPC4 potent	TRPC6 act	MrgX1 agonist	TRPC4 agonist	MrgX1 PAM	MrgX1 antag	ANO1 activ	ANO1 block	TRPC4 block	TRPC6 inh	RGS4 inh
CC(C)c1csc(CN2CCC(N3CCC(C(=O)NCC4CCCO4)CC3)CC2)n1 (configuration not stated)	i	i	i	i	i	i	i	i	i	i	i
CCOC(=O)C(NC(C)=O)(Nc1cccc(F)c1)C(F)(F)F (configuration not stated)	i	i	i	i	i	i	i	i	i	i	i
CS(=O)(=O)N(CC(=O)Nc1ccc2c(c1)OCCO2)c1ccc2c(c1)OCO2	i	i	i	i	i	i	i	i	i	i	i
COc1ccc(-c2nnc3n2CCCCC3)cc1OC	i	i	i	i	i	i	i	i	i	i	i
CN(C(=O)c1ccc2c(Cl)c3c(nc2c1)CCC3)c1ccccc1	i	i	i	i	i	i	i	i	i	i	i
O=C1CCCN1CCCNS(=O)(=O)c1ccccc1	i	i	i	i	i	i	i	i	i	i	i
Cn1c(=O)c2c(ncn2CC(=O)OCC(=O)NCc2ccccc2Cl)n(C)c1=O	i	i	i	i	i	i	i	i	i	i	i
CCOCCCNC(=O)c1c[nH]c2cc(C)ccc2c1=O	i	i	i	i	i	i	i	i	i	i	i
Cc1ccc(CN2[C@@H](CC(C)C)COCCS2(=O)=O)cc1	i	i	i	i	i	i	i	i	i	i	i
Cc1cccc(-n2nnnc2SCC(=O)NCCN2C(=O)CSC2=O)c1	i	i	i	i	i	i	i	i	i	i	i
COc1ccc(-c2oc3ccc(-c4cc(OC)c(OC)c(OC)c4)cc3c2-c2ccc(OC)cc2)cc1	i	i	i	i	i	i	.	i	i	i	i
Cc1ccc(NC(=O)c2sc3ncn(CC(=O)N4CCOCC4)c(=O)c3c2C)c(Br)c1	i	i	i	i	i	i	i	i	i	i	i
COc1ccc(NC(=O)c2sc3nc(N4CCCC4)c4c(c3c2N)CC(C)(C)OC4)cc1	i	i	i	i	i	i	i	i	i	i	i
CCOC(=O)N1CCC(NS(=O)(=O)c2ccc(NC(C)=O)c(Cl)c2)CC1	i	i	i	i	i	i	i	i	i	i	i
Cc1ccc(S(=O)(=O)N(C)C)cc1NC(=O)/C=C/c1cccs1	i	i	i	i	i	i	i	i	i	i	i
CCCC(=O)N(CCN1CCOCC1)c1nc2ccc(OCC)cc2s1	i	i	i	i	i	i	i	i	i	i	i
COc1ccc(-n2nc(C)c3sc(C)nc3c2=O)cc1	i	i	i	i	i	i	i	i	i	i	i
CCOC(=O)c1sc2cc([N+](=O)[O-])cc(SCC(=O)OC)c2c1N	i	i	i	i	i	-5.72*	i	i	i	i	i
